# Compound activity (PubChem)
# hcDAF12 agonist – H. contortus DAF-12 activation, primary screen. HEK293 hcDAF-12 lit1-tk-luc reporter, luminescence; 0% DMSO, 100% Δ7-dafachronic acid. AID 652067. hit rate 1.4% among 370,000. activation, % at 6.8 µM;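 active = activation above the mean of all tested compounds plus 3 SD, cut at about 5.5% in these data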;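 note: 100% = response to 3 µM Δ7-dafachronic acid high control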
# DAX1 inh-1 – inhibits human nuclear receptor DAX1; P51843; inhibition, % at 6.75 µM; HEK293 Gal4-DAX1 luciferase reporter, luminescence; hit rate 0.99% among 340,000; AID 504766;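 active = inhibition above the mean over all tested compounds plus 3 SD, cut at about 4.2% in these data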;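 note: 0% = DAX1-transfected cells with DMSO and 100% = empty-vector control cells with DMSO; inhibition shows as a rise in luminescence from relieved DAX1 repression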
# Target sequence (P51843 207-470 limits assumed): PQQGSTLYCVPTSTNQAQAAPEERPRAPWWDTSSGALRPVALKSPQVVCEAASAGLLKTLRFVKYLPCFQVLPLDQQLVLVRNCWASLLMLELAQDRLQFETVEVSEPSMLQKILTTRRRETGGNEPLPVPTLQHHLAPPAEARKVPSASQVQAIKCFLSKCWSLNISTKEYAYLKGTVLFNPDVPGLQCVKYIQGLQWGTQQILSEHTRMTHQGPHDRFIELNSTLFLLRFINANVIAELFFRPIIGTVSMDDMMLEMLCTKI
# ssDAF-12 act – activates DAF-12 receptor from parasite S. stercoralis. HEK293 ssDAF-12/GRIP1 lit1-tk-luc reporter, luminescence; % of 3 µM dafachronic acid response. activation, % at 6.8 µM. hit rate 1% among 370,000. AID 652126;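 active = activation above the mean over all tested compounds plus 3 SD, cut at about 0.9% in these data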;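 note: 0% = DMSO-only wells and 100% = 3 µM delta7-dafachronic acid wells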
# SMARCA2 activ – increases SMARCA2 function in MMTV reporter cells | MG213 cells, MMTV-luciferase reporter, dexamethasone, overnight | activation, % at 9.1 µM | hit rate 1% among 370,000; in the data active = activation above about 7.8%;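 note: 0% = vehicle wells and 100% = reference activator wells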
# GAA850 FXN act – increases GAA850 frataxin promoter reporter activity. HEK293 lucGAA850 FXN promoter luciferase reporter, 24 h; percent of 10 µM SAHA response. activation, % at 6 µM. hit rate 0.56% among 360,000. AID 540364;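 active = activation above the average of all compounds screened plus 3 SD, cutoff fixed separately per campaign, cut at about 7.5% in these data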;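 note: 0% = DMSO wells and 100% = 10 µM SAHA wells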
# GC-A act – GC-A (human) enzyme activation; P16066; hit rate 0.14% among 370,000; AID 1671463; HEK293 GC-A cells, cGMP TR-FRET, EC30 ANP; 0% at EC30 ANP, 100% saturating ANP; activation, % at 10 µM; in the data active = activation above about 40%
# HGIII-sPLA2 inh – Inhibits HGIII-sPLA2 liposome hydrolysis, primary screen; AID 743126; hit rate 0.56% among 370,000; QFRET BODIPY PC-A2 liposome hydrolysis, fluorescence; inhibition, % at 12.2 µM; Q9NZ20;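 active = inhibition above mean plus 3 SD of compounds lying within the high and low control bounds, cut at about 19% in these data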;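 note: 0% = median of test compound wells and 100% = no enzyme DMSO wells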
# hgDAF-12 ag – hgDAF-12 agonism, primary luciferase screen; HEK293 GAL4-hgDAF12 UAS-luciferase reporter, agonist luminescence; normalized to butyrate control; AID 687014; activation, % at 6.8 µM; hit rate 1.8% among 370,000;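 active = activation above a cutoff set at the mean of all screened compounds plus 3 SD, cut at about 10% in these data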;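 note: 0% = DMSO wells and 100% = sodium butyrate wells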
# ADAM10 inh – inhibitors of human ADAM10. O14672. hit rate 0.62% among 370,000. inhibition, % at 7 µM. recombinant ADAM10, EDANS/DABCYL FRET peptide cleavage, 3 h;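 active = inhibition above a per-campaign cutoff equal to the mean of compounds falling between control-based bounds plus 3 SD, cut at about 20% in these data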;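 note: 0% = DMSO wells while the 100% control is not disclosed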
# Target sequence (O14672 214-748 limits assumed): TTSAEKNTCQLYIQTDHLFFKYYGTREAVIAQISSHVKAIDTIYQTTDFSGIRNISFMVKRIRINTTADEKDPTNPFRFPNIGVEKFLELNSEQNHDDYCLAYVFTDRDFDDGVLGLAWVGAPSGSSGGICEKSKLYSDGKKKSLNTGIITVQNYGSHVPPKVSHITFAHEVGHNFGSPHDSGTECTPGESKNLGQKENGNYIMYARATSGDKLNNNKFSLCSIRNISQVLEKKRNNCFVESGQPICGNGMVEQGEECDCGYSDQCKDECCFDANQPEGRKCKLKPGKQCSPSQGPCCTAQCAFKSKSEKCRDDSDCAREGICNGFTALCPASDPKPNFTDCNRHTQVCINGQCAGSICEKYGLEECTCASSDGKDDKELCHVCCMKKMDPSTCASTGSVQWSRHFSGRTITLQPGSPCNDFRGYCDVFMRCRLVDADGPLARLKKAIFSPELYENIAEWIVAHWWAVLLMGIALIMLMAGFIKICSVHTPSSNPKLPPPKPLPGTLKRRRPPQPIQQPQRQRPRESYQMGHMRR
# GC-B act – GC-B (human) receptor activation. P20594. hit rate 0.11% among 370,000. HEK293-GC-B cells, CNP EC30, cGMP TR-FRET; 0% at EC30 CNP, 100% saturating CNP. activation, % at 10 µM. AID 1920062;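 active = activation at 10 µM reaching about 35% in either raw or pattern-adjusted values, limit read from the data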
# DAX1 inh-2 – blocks DAX1 repression of SF-1 activated StAR promoter. HEK293T StAR-luciferase reporter, SF-1/DAX-1 repression relief. inhibition, % at 6.8 µM. hit rate 1.1% among 370,000. AID 652010;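 active = inhibition above the mean over all tested compounds plus 3 SD, cut at about 3.6% in these data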;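 note: 0% = DAX-1 cells with DMSO and 100% = cells lacking DAX-1 with DMSO; higher inhibition means more luminescence from relief of DAX-1 repression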
# * hit, by the source's call; i = inactive; . = not tested or not shown.
1	Cc1c(-c2cccc(Cl)c2)nc2ccccc2c1C(=O)OC/C(O)=C(\C#N)c1nc2ccccc2[nH]1
2	COc1ccc2[nH]c(=O)c(COC(=O)c3ccco3)cc2c1
3	Cc1cc(-c2nnc(SCC(=O)Nc3c(C)cccc3C)n2N)n[nH]1
4	CC(C)(C)n1nc2c(c1NC(=O)c1ccc(Br)o1)CS(=O)C2 (centres undefined)
5	Cc1ccc(-c2cc(N)n[nH]2)cc1
6	CN(CCO)S(=O)(=O)c1ccc2c(c1)C(=NO)c1cc(S(=O)(=O)N(C)CCO)ccc1-2
assay / entry	1	2	3	4	5	6
hcDAF12 agonist	4.0	-1.1	1.1	-1.9	2.7	-0.4
DAX1 inh-1	2.2	-1.1	0.7	0.4	-0.6	-0.4
ssDAF-12 act	0.2	-0.8	-1.3	-0.8	0.6	-1.0
SMARCA2 activ	-4	1	-1	-1	-1	-2
GAA850 FXN act	0.0	2.2	.	0.0	2.6	0.2
GC-A act	1	1	3	2	-2	9
HGIII-sPLA2 inh	-2	2	0	2	-3	-12
hgDAF-12 ag	1.9	5.3	1.2	-0.2	1.3	2.6
ADAM10 inh	-41	-131	-8	4	1	-149
GC-B act	8	0	4	9	-5	-1
DAX1 inh-2	0.2	0.1	0.8	0.2	-0.3	0.0

7	CC1(C)CC(=O)c2cc(OCC(=O)NCCCN3CCN(c4ccccc4F)CC3)ccc2O1
8	COCOCCn1cc(CN2CCS(=O)(=O)N(Cc3ccc(-c4ccc(Cl)cc4)cc3)C(C(C)C)C2=O)nn1 (centres undefined)
9	Cc1cc(OCCSc2nnc(-c3cccs3)n2C)ccc1Cl
10	Cc1[nH]nc(-c2ccc(O)c(C)c2O)c1Oc1ccccc1
11	COc1ccccc1OCCNC(=O)CCS(=O)(=O)c1ccccc1
12	C=CCOC(=O)Nc1c(C(=O)OC)[nH]c2ccc(Cl)cc12
assay / entry	7	8	9	10	11	12
hcDAF12 agonist	-1.4	-0.8	0.4	-0.8	0.8	2.4
DAX1 inh-1	-0.7	-0.6	0.8	-0.8	0.6	0.2
ssDAF-12 act	-2.0	-1.1	-1.4	-1.8	-1.2	-1.2
SMARCA2 activ	1	-5	-4	-3	1	0
GAA850 FXN act	-0.3	-2.1	0.2	-0.4	1.1	0.1
GC-A act	-3	8	-9	79*	-1	-17
HGIII-sPLA2 inh	-4	-9	-27	-43	-3	-14
hgDAF-12 ag	-1.0	-2.4	-0.9	-1.8	0.0	1.5
ADAM10 inh	-470	4	5	16	3	-38
GC-B act	0	4	-8	0	3	-16
DAX1 inh-2	0.1	-0.9	-1.4	0.0	0.5	-1.6

13	C[n+]1cccc(/C=N/NC(=O)CC23CC4CC(CC(C4)C2)C3)c1
14	CCN1C(=O)/C(=C\N(C)C)NC1=S
15	COc1ccc(OC)c(N2C(=O)CC(Cc3ccc(C)cc3)C2=O)c1 (centres undefined)
16	c1coc(CNc2ncnc3[nH]ncc23)c1
17	COc1ccccc1NC(=O)CSc1nnc(NC(=O)C2CC2)s1
18	COCCc1nc2ccc(C(=O)N(C)Cc3cccc(-n4nc(C)cc4C)c3)cc2o1
assay / entry	13	14	15	16	17	18
hcDAF12 agonist	-1.9	-0.9	-2.2	-2.3	-2.2	-1.1
DAX1 inh-1	0.9	1.0	-0.6	-0.4	-0.9	0.9
ssDAF-12 act	-1.2	-1.3	-1.1	-1.2	-1.9	-1.1
SMARCA2 activ	-2	-2	-7	-3	-3	-1
GAA850 FXN act	2.4	3.0	-0.5	2.0	1.6	0.4
GC-A act	5	-2	1	4	2	2
HGIII-sPLA2 inh	4	5	-5	6	-2	-5
hgDAF-12 ag	3.0	-1.5	0.4	-1.1	3.4	-0.4
ADAM10 inh	-5	-7	-5	-1	-3	3
GC-B act	6	-1	-3	-1	0	-5
DAX1 inh-2	-0.8	0.8	-0.1	-0.5	-0.1	-0.8

# 3 entries already listed, ordered by the number in SMARCA2 activ, highest first.
no.	structure	hcDAF12 agonist	DAX1 inh-1	ssDAF-12 act	SMARCA2 activ	GC-A act	HGIII-sPLA2 inh	ADAM10 inh	GC-B act	DAX1 inh-2
18	COCCc1nc2ccc(C(=O)N(C)Cc3cccc(-n4nc(C)cc4C)c3)cc2o1	-1.1	0.9	-1.1	-1	2	-5	3	-5	-0.8
14	CCN1C(=O)/C(=C\N(C)C)NC1=S	-0.9	1.0	-1.3	-2	-2	5	-7	-1	0.8
15	COc1ccc(OC)c(N2C(=O)CC(Cc3ccc(C)cc3)C2=O)c1 (centres undefined)	-2.2	-0.6	-1.1	-7	1	-5	-5	-3	-0.1

# Next entries.
19	O=C1[C@@H](Oc2ccccc2)[C@@H](c2cnc3ccccc3c2)N1c1ccccc1
20	CCOC(=O)C(C)Sc1nc2c(cnn2-c2ccc(F)cc2)c(=O)[nH]1 (centres undefined)
21	COc1ccc(C)cc1NC(=O)CCN1CCN(c2ccccc2F)CC1
22	COc1ccc2c(c1)C(C)(Cc1ccc(C(=O)c3ccccc3)cc1)C(=O)N2 (centres undefined)
23	CN1OC(COC(=O)c2ccc(Cl)cc2Cl)CC1c1ccccc1 (centres undefined)
24	N#C/C(=C\c1c(Oc2ccccc2Cl)nc2ccccn2c1=O)C(=O)NC1CCS(=O)(=O)C1 (centres undefined)
assay / entry	19	20	21	22	23	24
hcDAF12 agonist	-0.8	0.1	0.8	-3.4	0.6	1.5
DAX1 inh-1	0.7	1.1	0.0	.	-1.4	-0.5
ssDAF-12 act	-1.3	-1.2	-2.0	-1.9	-1.7	-0.5
SMARCA2 activ	-5	3	-3	-2	-1	2
GAA850 FXN act	-5.3	-2.4	0.7	0.7	0.7	0.2
GC-A act	-9	4	0	-7	5	8
HGIII-sPLA2 inh	11	-3	0	-1	-3	3
hgDAF-12 ag	4.7	-0.1	-1.6	-0.7	0.1	-0.8
ADAM10 inh	0	1	1	4	4	-229
GC-B act	2	-8	-1	-2	-1	-6
DAX1 inh-2	-3.2	0.3	-0.2	0.5	-0.3	-0.5

25	COc1cc(C)ccc1S(=O)(=O)NC(=O)C1(C)CCN1C(=O)C1(c2ccc(Cl)cc2)CCC1 (centres undefined)
26	O=C(/C=C/c1ccccc1[N+](=O)[O-])NCc1cccnc1
27	CCOc1ccc2c(O)csc2c1
28	COC(=O)CNC(=O)CCCCC(=O)NCC(=O)OC
29	O=C(CSc1nnc(-c2ccc(C(F)(F)F)cn2)s1)c1ccc(Cl)cc1
30	Cc1cc2c(cc1C)-c1nnnn1C(C)(C)C2
assay / entry	25	26	27	28	29	30
hcDAF12 agonist	0.9	2.3	-1.2	-1.6	-1.4	2.8
DAX1 inh-1	.	0.4	3.4	-0.2	2.5	-0.5
ssDAF-12 act	-1.7	0.1	-1.3	-1.2	-1.2	-1.4
SMARCA2 activ	-2	1	0	6	-4	0
GAA850 FXN act	1.1	0.7	-1.8	-1.0	-0.2	0.3
GC-A act	2	1	-4	-1	5	-2
HGIII-sPLA2 inh	-11	1	9	2	13	-8
hgDAF-12 ag	-0.6	-1.8	-2.2	0.1	-0.1	-0.4
ADAM10 inh	-6	6	-4	-1	0	-2
GC-B act	4	0	-3	6	2	3
DAX1 inh-2	1.1	-0.1	0.5	-0.6	0.8	-0.8

31	Cc1c(CC(=O)NCCC(=O)O)c(=O)oc2cc3occ(-c4ccccc4)c3cc12
32	CN(Cc1ccccc1)c1nc2c(c(=O)[nH]c(=O)n2C)n1Cc1ccccc1
33	CCCn1c(-c2ccc[nH]c2=O)nc2cc(C)c(C)cc21
34	CN(Cc1ccccc1)C(=O)c1ccc(COc2ccccc2)cc1
35	CCOc1cc(N2CCOCC2)c(OCC)cc1NC(=O)[C@H](C)NC(=O)c1ccco1
36	CCC(C)(C)NC(=O)C(c1ccc(C)o1)N(Cc1ccc2c(c1)OCO2)C(=O)c1snc(C(N)=O)c1N (centres undefined)
assay / entry	31	32	33	34	35	36
hcDAF12 agonist	-2.1	0.1	3.4	-2.0	3.0	-0.5
DAX1 inh-1	0.4	1.1	4.4*	0.2	-0.6	0.6
ssDAF-12 act	-0.1	-1.0	1.1*	-0.8	-0.8	-0.9
SMARCA2 activ	-3	-1	2	-1	-3	-2
GAA850 FXN act	0.7	4.9	5.1	0.0	2.2	-0.4
GC-A act	2	4	5	-2	6	-25
HGIII-sPLA2 inh	-5	1	7	-11	13	1
hgDAF-12 ag	3.3	-0.5	8.1	-0.5	2.2	-0.6
ADAM10 inh	-47	-6	i	1	2	3
GC-B act	0	3	-2	2	3	-9
DAX1 inh-2	0.3	-0.5	2.7	-0.1	-0.2	0.2

37	Nc1ncnc2c1C(c1ccccc1)c1c(ccc3ccccc13)O2 (centres undefined)
38	CCN(CC(=O)Nc1ccc(OC)cc1)C(=O)c1cc2c(s1)CCCCC2
39	CSc1ncccc1C(=O)OCC(=O)N(C)C1CCS(=O)(=O)C1 (centres undefined)
40	COc1ccc(N2CCN(C(=O)C3CCN(S(=O)(=O)c4ccc(C)cc4)CC3)CC2)cc1
assay / entry	37	38	39	40
hcDAF12 agonist	-1.9	-1.1	-1.9	-0.6
DAX1 inh-1	1.8	-0.7	-0.3	7.5*
ssDAF-12 act	-1.5	-1.4	-0.9	-0.7
SMARCA2 activ	-3	1	0	1
GAA850 FXN act	3.1	0.9	-2.4	-0.3
GC-A act	-20	1	-5	0
HGIII-sPLA2 inh	-34	4	-3	0
hgDAF-12 ag	-0.9	-2.5	-0.5	2.4
ADAM10 inh	3	6	0	1
GC-B act	-28	3	4	0
DAX1 inh-2	-0.8	-1.7	0.8	0.6

# Entries of single compounds from above:
# Cc1cc(-c2nnc(SCC(=O)Nc3c(C)cccc3C)n2N)n[nH]1 is listed as hcDAF12 agonist: 1.1; DAX1 inh-1: 0.7; ssDAF-12 act: -1.3; SMARCA2 activ: -1; GAA850 FXN act: .; GC-A act: 3; HGIII-sPLA2 inh: 0; hgDAF-12 ag: 1.2; ADAM10 inh: -8; GC-B act: 4; DAX1 inh-2: 0.8
# O=C1[C@@H](Oc2ccccc2)[C@@H](c2cnc3ccccc3c2)N1c1ccccc1 is listed as hcDAF12 agonist: -0.8; DAX1 inh-1: 0.7; ssDAF-12 act: -1.3; SMARCA2 activ: -5; GAA850 FXN act: -5.3; GC-A act: -9; HGIII-sPLA2 inh: 11; hgDAF-12 ag: 4.7; ADAM10 inh: 0; GC-B act: 2; DAX1 inh-2: -3.2

# Results in sequence from the list:
# DAX1 inh-1 for nos. 37–40 → 1.8, -0.7, -0.3, 7.5*
# ADAM10 inh for nos. 37–40 → 3, 6, 0, 1
